Exocytosis inh – blocks lytic granule exocytosis | AID 651702 | inhibition, % at 10 µM | 360,000 tested, 0.66% active | TALL-104 LAMP-1 surface exposure, flow cytometry; cells stimulated with thapsigargin and PMA;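 active means inhibition above about 55%, limit read from the data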
PDI inh – inhibitors of human protein disulfide isomerase. P07237. PDI insulin aggregation turbidity, A650, 90 min. inhibition, % at 10 µM. AID 588391. 350,000 tested, 0.052% active;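 active means mean inhibition across replicates of 30% or more, whatever share of single replicates reach that level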;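 further: absorbance from insulin aggregation driven by PDI reduction with DTT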
Target sequence (P07237 whole entry, looked up): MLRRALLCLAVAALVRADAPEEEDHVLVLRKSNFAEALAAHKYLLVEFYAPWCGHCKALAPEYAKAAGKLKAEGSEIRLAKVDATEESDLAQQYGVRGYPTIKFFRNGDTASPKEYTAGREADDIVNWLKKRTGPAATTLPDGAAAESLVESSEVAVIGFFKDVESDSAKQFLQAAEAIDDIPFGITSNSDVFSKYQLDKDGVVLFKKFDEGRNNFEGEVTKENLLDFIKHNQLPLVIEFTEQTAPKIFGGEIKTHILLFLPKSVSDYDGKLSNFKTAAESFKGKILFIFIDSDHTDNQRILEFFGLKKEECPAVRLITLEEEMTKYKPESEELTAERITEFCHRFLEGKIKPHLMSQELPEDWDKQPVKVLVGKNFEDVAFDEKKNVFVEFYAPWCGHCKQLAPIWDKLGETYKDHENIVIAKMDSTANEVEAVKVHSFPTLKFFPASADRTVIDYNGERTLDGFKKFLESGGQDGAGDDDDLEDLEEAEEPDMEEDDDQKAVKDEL
CaV13 ICDI inh – Primary screen for inhibitors of IQ motif and Ca2+-dependent inactivation inhibitor domain binding in CACNA1D, Förster resonance energy transfer in living cells, …; HEK cells, CFP/YFP FRET ICDI-IQ, plate reader, 10 min; percent FRET-ratio fall versus neutral wells; inhibition, % at 12.3 µM; 340,000 tested, 0.098% active;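 active means mean replicate inhibition of at least 30% and at least 1% of replicates passing that level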;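 further: 0% = median of the neutral control wells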
N-glyco inh – N-linked glycosylation inhibition. D54 ERlucT glycosylation luciferase reporter, 24 h; percent of 100 nM tunicamycin response. reporter increase, % at 12.5 µM. 360,000 tested, 0.23% active;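 active means mean luciferase reporter signal, scaled so untreated is 0 and the glycosylation-blocking control 100, at or above a set limit in every replicate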;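 further: luciferase carries N-glycosylation sites so blocking glycosylation raises the light; 0% = median of neutral control wells and 100% = median of 100 nM tunicamycin wells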
ABCB6 inh MLPCN – blocks the human ABCB6 transporter. AID 602162. 360,000 tested, 0.19% active. K562-ABCB6 porphyrin accumulation, flow cytometry, 1 h; hits give low values. fluorescence ratio to DMSO, % at 10 µM;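 active means fluorescence ratio to DMSO below 75%, the collection mean minus 3 SD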;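 further: signal is porphyrin accumulated inside mitochondria; 100% equals median channel fluorescence of DMSO control wells; lower ratio means ABCB6 inhibition with less porphyrin fluorescence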
MC4R ag barr – human MC4R agonism via beta-arrestin; P32245; U2OS MC4R beta-arrestin complementation, luminescence; percent of melanotan II response, DMSO zero; activation, % at 8.9 µM; 360,000 tested, 0.98% active;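 active means activation above a per-plate cutoff, the mean activation of sample wells on that plate plus 3 SD, cut at about 8% in these data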
Target sequence (P32245 whole entry, looked up): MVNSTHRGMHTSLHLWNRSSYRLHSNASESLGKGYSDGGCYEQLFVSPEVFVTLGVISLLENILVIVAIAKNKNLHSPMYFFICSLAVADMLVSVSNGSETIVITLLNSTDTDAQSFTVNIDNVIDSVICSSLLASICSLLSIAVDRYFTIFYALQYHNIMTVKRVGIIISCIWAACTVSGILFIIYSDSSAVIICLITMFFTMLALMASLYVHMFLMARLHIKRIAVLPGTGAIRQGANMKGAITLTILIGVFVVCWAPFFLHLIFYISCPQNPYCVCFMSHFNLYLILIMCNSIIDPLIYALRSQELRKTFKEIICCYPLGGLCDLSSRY
ABHD5 PLIN5 PPI – ABHD5-PLIN5 protein interaction inhibition. Q00G26+Q8WTS1. Split G. princeps luciferase complementation, luminescence, 4 h. inhibition, % at 4 µM. 360,000 tested, 0.78% active. AID 602281;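 active means inhibition above the mean inhibition across every tested compound plus 3 SD, cut at about 22% in these data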;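 further: 0% = DMSO only wells and the 100% control is not disclosed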
Cardio protect – modulators protecting cardiomyocytes from myocardial damage; 360,000 tested, 0.63% active; H9c2 cardiomyocytes, H2O2 injury protection, ATPLite, 2 h; AID 588492; protection from H2O2 cell death, % at 20 µM;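 active means compounds giving at least 50% protection of heart cells from peroxide-induced death in the single-dose screen, raw or plate-pattern-corrected value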;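 further: 0% = DMSO wells with peroxide and 100% = DMSO wells without peroxide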
MC4R antagonist – antagonists of human melanocortin 4 receptor (MC4R); 360,000 tested, 0.48% active; P32245; MC4R-expressing cells, MTII-stimulated cAMP, LANCE TR-FRET; inhibition, % at 6.5 µM;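 active means inhibition above its plate's cutoff, the mean of tested wells on that plate plus 3 SD, cut at about 29% in these data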;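 further: 0% = Melanotan II alone and 100% = Melanotan II plus saturating MCL0020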
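Assay system: U2OS cells stably expressing human melanocortin 4 receptor (MC4R) / Dosing: 6.5 µM / Timing: compound 30 min, challenge 1 h, detection 1 h / Measured by: Eu-cAMP/anti-cAMP TR-FRET, emission 671 nm / Replicates: singlicate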
HTR2A ag – mouse HTR2A agonism via beta-arrestin recruitment; 360,000 tested, 0.66% active; P35363; AID 624169; activation, % at 7.6 µM; CHO-K1 mHTR2A beta-arrestin complementation, luminescence; percent of 30 µM serotonin response;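 active means activation above a run cutoff, the mean activation of all tested compounds plus 3 SD, cut at about 14% in these data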;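 further: 0% = plate median of compound wells and 100% = 30 µM serotonin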
Active calls of the source: *; . = no result given. Outcome played no part in choosing rows. About 4.2% of those tested had a hit in this group.

SMILES	Exocytosis inh	PDI inh	CaV13 ICDI inh	N-glyco inh	ABCB6 inh MLPCN	MC4R ag barr	ABHD5 PLIN5 PPI	Cardio protect	MC4R antagonist	HTR2A ag
O=C(Cn1c(CO)nc2ccccc21)NCCc1ccccc1	-2	3	0	1	109	0.2	-5	-2	24	0
COC(=O)c1ccccc1-c1ccc(/C=N/NC(=O)c2cc3ccccc3o2)o1	-8	3	-8	1	100	-0.6	-3	20	5	-6
COc1ccc(/C=N/n2c(SC)nnc2-c2ccccc2)cc1C	-3	-11	.	5	90	0.1	3	3	-2	0
Cc1cc2c(=O)oc(-c3ccc(Br)cc3)nc2s1	-2	-21	-4	5	97	-0.8	1	-10	13	1
O=C(COC(=O)C1COc2ccccc2O1)NC1CCCCC1 (centres undefined)	-15	-2	-3	3	98	-1.8	1	11	12	0
OC(c1ccco1)c1nc(-c2cccs2)cs1 (centres undefined)	-4	-8	-5	1	97	-1.6	17	1	3	0
CCCCc1c(C)c(C#N)c2nc3ccccc3n2c1NCCN(C)C	20	-7	-4	0	101	1.6	-3	0	25	-7
CC(C)N=C(NC#N)SCc1ccc(Br)cc1	-1	-13	-3	-2	98	-0.4	2	4	12	-7
Cn1c(C(C#N)C(=O)c2sc3ccccc3c2Cl)nc2ccccc21 (centres undefined)	-1	9	-5	1	101	-1.4	-7	8	27	-2
CCCCN(C)CCNC(=O)C1CCCN(S(=O)(=O)c2cccc3nsnc23)C1 (centres undefined)	-3	8	-13	-1	107	-2.7	2	8	7	-4
CCOC(=O)N1CCN(C(=O)c2ccc(NC(C)=O)cc2)CC1	1	-1	.	3	101	-2.2	-3	-1	-2	3
Cc1nc(N2CCC(C)CC2)c(C#N)c(C)c1[N+](=O)[O-]	-14	3	1	0	100	8.2	-1	-9	8	4
CN(Cc1ccccc1)C(=O)COc1ccc(Br)cc1Cl	14	-4	-6	0	102	-3.7	-4	1	8	-5
Cc1cccc(-c2c(NC(=O)c3ccco3)oc3ccc(Cl)cc3c2=O)c1	1	3	-3	0	100	0.6	-5	5	2	6
Cc1ccc(-n2nc3ccc(NC(=O)/C=C/c4ccco4)cc3n2)cc1	-2	3	-5	2	99	0.6	9	-3	10	7
Cc1cc(=O)oc2ccc(OCC(=O)N3CCc4ccccc43)cc12	1	4	.	1	99	-0.6	3	1	5	-1
O=[N+]([O-])c1cccc(C([O-])=C(C(=S)Nc2cccc3ccccc23)[n+]2ccccc2)c1	0	-5	-6	1	101	-1.1	-14	-3	4	5
COc1cccc(NC(=O)COC(=O)CCC2CCCC2)c1	0	-9	-1	0	99	-0.8	5	4	-3	0
CCOC(=O)c1cc2cc(OCc3ccccc3)ccc2nc1C	-1	-5	-4	-2	95	-0.6	1	-4	17	-4
COc1ccc(Nc2nc(C)nc3c2nnn3Cc2ccccc2Cl)c(OC)c1	-3	-2	-4	2	100	0.5	-5	-7	5	7
O=C(c1ccc([N+](=O)[O-])cc1)N1CCSC1c1ccccc1Cl (centres undefined)	-5	1	0	-1	99	-0.2	0	-2	5	10
CCOC(=O)C1CCN(C(=S)Nc2ccccc2)CC1	19	2	-3	0	93	6.2	10	9	2	3
CCCCSc1nc2ccccc2n1CC(=O)O	-3	-1	.	0	98	-0.5	0	8	1	8
Clc1ccccc1CSc1nnc(-c2cccnc2)n1Cc1ccco1	-4	6	-5	-3	95	-0.2	31*	4	-6	4
O=C(Nc1ccccc1)C1=C(c2ccccc2)S(=O)(=O)CCS1(=O)=O	12	0	3	-4	97	-1.4	88*	-31	47*	-7

The final 6 records of the part before lead into the next.
SMILES	Exocytosis inh	PDI inh	CaV13 ICDI inh	N-glyco inh	ABCB6 inh MLPCN	MC4R ag barr	ABHD5 PLIN5 PPI	Cardio protect	MC4R antagonist	HTR2A ag
COc1ccc(Nc2nc(C)nc3c2nnn3Cc2ccccc2Cl)c(OC)c1	-3	-2	-4	2	100	0.5	-5	-7	5	7
O=C(c1ccc([N+](=O)[O-])cc1)N1CCSC1c1ccccc1Cl (centres undefined)	-5	1	0	-1	99	-0.2	0	-2	5	10
CCOC(=O)C1CCN(C(=S)Nc2ccccc2)CC1	19	2	-3	0	93	6.2	10	9	2	3
CCCCSc1nc2ccccc2n1CC(=O)O	-3	-1	.	0	98	-0.5	0	8	1	8
Clc1ccccc1CSc1nnc(-c2cccnc2)n1Cc1ccco1	-4	6	-5	-3	95	-0.2	31*	4	-6	4
O=C(Nc1ccccc1)C1=C(c2ccccc2)S(=O)(=O)CCS1(=O)=O	12	0	3	-4	97	-1.4	88*	-31	47*	-7
CC(=O)Nc1cccc(/C(C)=N/NC(=O)c2cccc(S(=O)(=O)N3CCOCC3)c2)c1	0	2	-2	2	101	-2.3	-2	0	-3	-5
COc1ccc(NC(=O)CCc2nc(-c3ccccc3F)no2)cc1	2	-11	-2	-1	94	-1.6	-3	-22	0	3
Cc1ccccc1-c1cc2nc(Oc3cccc(F)c3)n(C)c(=O)c2s1	-6	-7	-11	1	104	5.9	-6	-5	6	2
COC(=O)C=C1CCC2C3CCC4=CC(=O)CCC4(C)C3C(=O)CC12C (centres undefined)	6	-5	-5	-1	100	-1.8	-2	4	2	3
Cc1cccc(OCC(=O)N(Cc2cccs2)C2CCS(=O)(=O)C2)c1 (centres undefined)	1	1	.	-1	91	2.7	-4	-10	5	-2
CCCS(=O)(=O)NC(=O)C1(C)CCN(C(=O)c2ccc(F)cc2Cl)C1 (centres undefined)	10	-3	.	1	95	-2.3	4	9	-2	6
O=S1(=O)CC(N2CCN(CCO)CC2)CN1Cc1cn(Cc2ccc(Cl)cc2)nn1 (centres undefined)	-1	.	-8	.	97	.	-5	.	.	-1
C/C(=N\Nc1cc(N2CCOCC2)ncn1)c1ccc(O)cc1	2	1	-20	-4	100	-0.8	-2	-6	-7	-1
CO/C([O-])=N/c1c[n+](-c2ccc(C)cc2)no1	-4	-11	-1	1	88	-1.4	-8	-1	-1	1
COC(=O)Cn1c(=O)c2c(nc(Br)n2Cc2ccccc2Cl)n(C)c1=O	0	-4	-3	1	109	0.8	-2	3	6	6
Cc1occc1C(=O)Nc1ccc2c(c1)CCC2	0	-1	-7	-3	103	1.8	1	-8	4	-2
Cc1ccccc1CN1CCC(N2CCC(C(=O)NCC3CCCO3)CC2)CC1 (centres undefined)	-1	6	.	-1	97	-0.5	-1	3	3	-5
Cc1ccc(C(=O)O/N=C2\CCCc3ccccc32)cc1	5	3	-3	3	96	0.1	0	-22	3	2
COc1ccc(CN2CCOCCOCCOCC2)cc1	0	3	-5	2	99	-0.1	-8	-2	5	3
CCN(CC)C(=O)[C@H]1CC(CC(=O)NCCCN(C)C)C(=O)N2CCc3c([nH]c4ccccc34)[C@]12C (some centres undefined)	-2	-3	-3	0	95	1.4	0	8	-6	1
COCCCn1c(C)nnc1SCC(=O)Nc1cccc(C)c1	-5	-4	-5	2	97	0.2	4	-1	2	5
N#Cc1cnn2c(-c3ccc(Cl)cc3Cl)ccnc12	-4	-5	-4	0	99	-1.7	1	6	16	-3
CCOC(=O)C1=C(C)OC(N)=C(C#N)C1c1cc(F)ccc1F (centres undefined)	-3	0	-8	1	96	1.9	10	1	9	-2
CCCOc1c(OC)cccc1C1CC(=O)Nc2cc3c(cc21)OCO3 (centres undefined)	3	-2	-1	9	99	1.1	-1	-17	-1	3

3 successive records already listed, quoted:
SMILES	Exocytosis inh	PDI inh	CaV13 ICDI inh	N-glyco inh	ABCB6 inh MLPCN	MC4R ag barr	ABHD5 PLIN5 PPI	Cardio protect	MC4R antagonist	HTR2A ag
COc1ccc(CN2CCOCCOCCOCC2)cc1	0	3	-5	2	99	-0.1	-8	-2	5	3
CCN(CC)C(=O)[C@H]1CC(CC(=O)NCCCN(C)C)C(=O)N2CCc3c([nH]c4ccccc34)[C@]12C (some centres undefined)	-2	-3	-3	0	95	1.4	0	8	-6	1
COCCCn1c(C)nnc1SCC(=O)Nc1cccc(C)c1	-5	-4	-5	2	97	0.2	4	-1	2	5
